# CHRM5 antagonist: human M5 muscarinic receptor antagonists, primary screen, CHO cells, Fluo-8 calcium fluorescence; CHO-hM5 cells, ACh EC80; inhibition, % at 3 µM; Muscarinic acetylcholine receptor M5 (Homo sapiens), P08912; actives 0.59% (n = 360,000); AID 624040, 2012;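 active = inhibition above a per-plate cutoff, the mean of that plate's test compounds plus 3 SD, cut at about 27% in these data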;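 note: 0% = acetylcholine EC80 with DMSO and 100% = DMSO without agonist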
# Target sequence (P08912 whole entry, looked up): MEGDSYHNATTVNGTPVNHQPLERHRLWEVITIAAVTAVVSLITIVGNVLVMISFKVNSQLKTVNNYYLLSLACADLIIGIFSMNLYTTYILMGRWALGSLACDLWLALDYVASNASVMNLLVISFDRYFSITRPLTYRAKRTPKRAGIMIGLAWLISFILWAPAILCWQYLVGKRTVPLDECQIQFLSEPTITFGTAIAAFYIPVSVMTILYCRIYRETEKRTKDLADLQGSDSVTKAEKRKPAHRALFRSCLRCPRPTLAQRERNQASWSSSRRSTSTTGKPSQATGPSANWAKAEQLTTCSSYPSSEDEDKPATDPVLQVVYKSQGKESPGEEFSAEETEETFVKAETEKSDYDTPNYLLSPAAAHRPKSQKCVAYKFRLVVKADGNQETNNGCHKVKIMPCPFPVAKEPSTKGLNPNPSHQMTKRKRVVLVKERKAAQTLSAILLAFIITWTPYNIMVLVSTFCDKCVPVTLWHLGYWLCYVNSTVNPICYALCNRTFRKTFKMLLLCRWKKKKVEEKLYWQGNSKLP
# CRFBP-R2 block: antagonists of CRF-BP/CRF-R2 complex, primary screen, cell-based, HEK293, calcium dye fluorescence, uHTS. CRF-induced calcium fluorescence. inhibition, % at 11.8 µM. actives 0.59% (n = 350,000). AID 588475, 2011;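 active = inhibition of the ligand-induced calcium signal above about 50% at the single tested concentration, limit read from the data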
# IDE cell inh: human IDE inhibitors in live cells, primary screen, fluorescence polarization, HEK cells, FAbetaB substrate; Insulin-degrading enzyme (Homo sapiens), P14735; FAbetaB cleavage; inhibition, % at 5.59 µM; actives 0.41% (n = 320,000); AID 434962, 2010;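 active = percent inhibition above the average of all tested compounds plus 3 SD, set per screening campaign, cut at about 16% in these data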;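 note: IDE supplied by intact live HEK cells; FP after avidin binding of uncleaved biotin substrate so inhibition keeps polarization high; 0% = DMSO wells and 100% = 60 µM reference IDE inhibitor Ii1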
# M5 ag: human M5 muscarinic receptor agonists, primary screen, CHO-K1 cells, Fluo-8 calcium fluorescence | CHO-K1 hM5 cells; 0% DMSO wells, 100% maximal acetylcholine response | AID 624037, 2012 | activation, % at 3 µM | Muscarinic acetylcholine receptor M5 (Homo sapiens), P08912 | actives 0.19% (n = 360,000);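 active = activation above the run's mean over test compounds plus 3 SD, cut at about 23% in these data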;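 note: signal is peak over basal fluorescence ratio across the kinetic read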
# M4 PAM: human M4 muscarinic receptor positive allosteric modulators, primary screen, CHO-K1 cells, Fluo-8 calcium fluorescence; actives 0.4% (n = 360,000); AID 624126, 2012; activation, % at 3 µM; CHO-K1 hM4/Gqi5, ACh EC20; 0% = ACh EC20, 100% = maximal ACh;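 active = activation above its plate's cutoff, the mean activation of sample wells plus 3 SD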; note: some results filed as inactive read as strong as hits
# Target sequence (P08173 whole entry, looked up): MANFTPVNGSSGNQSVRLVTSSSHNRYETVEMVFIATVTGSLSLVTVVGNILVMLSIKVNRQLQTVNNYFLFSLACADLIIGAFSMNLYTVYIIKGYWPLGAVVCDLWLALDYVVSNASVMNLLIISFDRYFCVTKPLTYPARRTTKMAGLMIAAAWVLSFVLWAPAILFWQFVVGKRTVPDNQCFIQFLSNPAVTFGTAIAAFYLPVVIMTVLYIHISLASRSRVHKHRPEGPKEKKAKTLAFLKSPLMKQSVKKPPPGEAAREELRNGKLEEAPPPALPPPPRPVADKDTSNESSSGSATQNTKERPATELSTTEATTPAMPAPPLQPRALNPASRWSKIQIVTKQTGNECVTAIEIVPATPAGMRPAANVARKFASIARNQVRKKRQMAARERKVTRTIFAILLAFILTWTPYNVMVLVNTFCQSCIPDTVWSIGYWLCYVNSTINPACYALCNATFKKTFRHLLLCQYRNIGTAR
# CRFBP-R2 agonist: agonists of CRF-BP/CRF-R2 complex, primary screen, cell-based, HEK293, calcium dye fluorescence, uHTS. calcium dye fluorescence (FLIPR); percent of saturating CRF peptide response. AID 588473, 2011. actives 0.46% (n = 350,000). activation, % at 13.2 µM;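 active = activation of at least 50%, plus an integration ratio under a set limit after plate pattern correction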;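 note: plate controls were neutral control wells without compound for no effect and CRF at EC100 for full effect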
# CHRM4 antagonist: human M4 muscarinic receptor antagonists, primary screen, CHO cells, Fluo-8 calcium fluorescence; AID 624125, 2012; CHO-hM4 cells, ACh EC80; actives 0.73% (n = 360,000); Muscarinic acetylcholine receptor M4 (Homo sapiens), P08173; inhibition, % at 3 µM;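 active = inhibition above its plate's cutoff, the mean inhibition of sample wells plus 3 SD, cut at about 27% in these data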;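 note: 0% = acetylcholine EC80 with DMSO and 100% = DMSO without agonist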
# CHRM4 agonist: human M4 muscarinic receptor agonists, primary screen, CHO-K1 cells, Fluo-8 calcium fluorescence | Muscarinic acetylcholine receptor M4 (Homo sapiens), P08173 | CHO-K1 hM4/Gqi5; vehicle 0%, full acetylcholine response 100% | activation, % at 3 µM | actives 0.14% (n = 360,000) | AID 624127, 2012;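 active = activation above the run mean over all test wells plus 3 SD, cut at about 32% in these data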;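 note: peak over basal fluorescence ratio per well then scaled between controls; 0% = DMSO wells and 100% = acetylcholine at EC100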
# M5 PAM: human M5 muscarinic receptor positive allosteric modulators, primary screen, CHO-K1 cells, Fluo-8 calcium fluorescence; Muscarinic acetylcholine receptor M5 (Homo sapiens), P08912; CHO-K1 hM5, ACh EC20 PAM; 0% = ACh EC20, 100% = ACh EC100; activation, % at 3 µM; actives 0.3% (n = 360,000);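 active = activation above the run cutoff, the mean activation of all test compounds plus 3 SD, cut at about 18% in these data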
#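 System – CHO-K1 hM5 cells · Compound – 3 µM, single dose · Incubation – compound preincubation 140 s before EC20 acetylcholine addition · Technique – Fluo-8 calcium fluorescence · Measure – Max/basal fluorescence ratio as % of EC20–EC100 ACh window · Benchmarks – low control EC20 acetylcholine (0%), high control EC100 acetylcholine (100%) · Replication – singlicate, one well per test compound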
# Active calls of the source: *; . = no result given.
SMILES,CHRM5 antagonist,CRFBP-R2 block,IDE cell inh,M5 ag,M4 PAM,CRFBP-R2 agonist,CHRM4 antagonist,CHRM4 agonist,M5 PAM
COc1ccc(CCN(Cc2ccccn2)C(=S)Nc2ccccc2C)cc1OC,1,-2,-1,-2,4,1.0,-6,3,-7
COc1ccc(N2CCN(C(=O)c3cccc(NS(=O)(=O)c4cccc(F)c4)c3)CC2)cc1,7,14,.,0,11,-1.3,-1,5,0
C=CCNc1nc(-c2ccc([N+](=O)[O-])cc2)cs1,4,18,1,-8,7,0.7,-11,0,-6
NC(=O)c1nnn(-c2ccccc2)c1N,0,-24,4,-1,9,2.2,2,2,1
O=C(Nc1nc2ccc([N+](=O)[O-])cc2s1)c1ccc(S(=O)(=O)N2CCCc3ccccc32)cc1,0,16,0,-1,-2,28,-10,1,4
Cc1ccc(CNC(=O)CS(=O)(=O)CC(=O)O)cc1,-4,-4,-1,-2,6,-0.3,-1,1,-4
COc1cccc(NC(=O)COC(=O)c2ccccc2SCC(=O)N2CCCC2)c1,4,11,3,3,-3,-0.4,4,7,-9
CC(C(=O)Nc1nnc(C2CC2)s1)N1C(=O)C2CC=CCC2C1=O (stereo unspecified),7,-2,2,8,5,0.2,12,-1,-6
COc1cccc(C(=O)Nc2ccc(C(=O)NCC(C)C)cc2)c1,-4,-8,3,0,-4,1.2,-2,4,-3
COc1ccc(C(=O)NC(=S)NNC(=O)c2c(-c3ccccc3)noc2C)cc1,-5,-1,4,17,5,99*,0,15,-2
COC(=O)c1cccc(NC(=O)CSc2nnc(COc3ccc(C#N)cc3)n2-c2ccccc2)c1,2,-3,1,1,18,1.8,7,0,4
COc1cc2c(cc1OC)CN(C(=O)c1ccc(S(=O)(=O)N3CCCCCC3)cc1)CC2,3,16,-4,-3,-1,-1.2,0,2,-4
CCn1ncc([N+](=O)[O-])c1C(=O)Nc1c(C)nn(Cc2ccc(F)cc2)c1C,-10,-2,-4,0,9,-2.6,-14,3,0
Cc1ccc(S(=O)(=O)N2CC(C(=O)O)=CC[C@H]2c2ccc(Cl)cc2)cc1,1,11,2,-5,4,1.0,-5,0,2
N#CCCN1CCCN(CCC#N)CCN(CCC#N)CCCN(CCC#N)CC1,3,-11,3,-4,1,3.3,3,0,3

# An excerpt from above, limited to M5 ag, CHRM4 antagonist and CHRM4 agonist.
structure	M5 ag	CHRM4 antagonist	CHRM4 agonist
COc1ccc(N2CCN(C(=O)c3cccc(NS(=O)(=O)c4cccc(F)c4)c3)CC2)cc1	0	-1	5
C=CCNc1nc(-c2ccc([N+](=O)[O-])cc2)cs1	-8	-11	0
NC(=O)c1nnn(-c2ccccc2)c1N	-1	2	2
O=C(Nc1nc2ccc([N+](=O)[O-])cc2s1)c1ccc(S(=O)(=O)N2CCCc3ccccc32)cc1	-1	-10	1
Cc1ccc(CNC(=O)CS(=O)(=O)CC(=O)O)cc1	-2	-1	1

# Single records (already shown).
# Listed for N#CCCN1CCCN(CCC#N)CCN(CCC#N)CCCN(CCC#N)CC1 : CHRM5 antagonist: 3; CRFBP-R2 block: -11; IDE cell inh: 3; M5 ag: -4; M4 PAM: 1; CRFBP-R2 agonist: 3.3; CHRM4 antagonist: 3; CHRM4 agonist: 0; M5 PAM: 3
# Listed for COc1cccc(NC(=O)COC(=O)c2ccccc2SCC(=O)N2CCCC2)c1 : CHRM5 antagonist: 4; CRFBP-R2 block: 11; IDE cell inh: 3; M5 ag: 3; M4 PAM: -3; CRFBP-R2 agonist: -0.4; CHRM4 antagonist: 4; CHRM4 agonist: 7; M5 PAM: -9

# Remaining list, next part
SMILES,CHRM5 antagonist,CRFBP-R2 block,IDE cell inh,M5 ag,M4 PAM,CRFBP-R2 agonist,CHRM4 antagonist,CHRM4 agonist,M5 PAM
Cc1cccc(S(=O)(=O)NCCC(=O)OC(C)C(=O)NC(=O)NC2CCCCC2)c1 (stereo unspecified),0,17,4,1,-1,-2.2,2,6,-6
C=CCON/C(CCC)=C1\C(=O)CC(C)(C)CC1=NC,18,21,-3,1,-18,-0.7,6,10,-18
O=C(Oc1ccc(N(Cc2cccs2)C2=NS(=O)(=O)c3ccccc32)cc1)c1ccc(Cl)cc1,-11,5,6,-2,2,0.4,-2,0,14
Cc1cc(C)n(-c2nc3ccccc3c(=O)n2OCC(=O)OCc2ccccc2)n1,3,-1,.,-3,19,-1.0,-1,5,-2
COCC(=O)OCC(=O)Nc1ccc(Cl)cc1[N+](=O)[O-],3,-1,9,0,2,-4.1,1,1,9
N#CC1=C(SCc2ccc(C#N)cc2)N=C(N)C(c2nc(-c3ccccc3)cs2)C12CCCCC2 (stereo unspecified),1,-37,0,-3,-2,1.0,-7,0,-12
O=C(NCCOc1ccccc1)C1CCC(=O)N(CCCN2CCCC2=O)C1 (stereo unspecified),-4,-9,1,-3,2,1.3,-8,1,-3
O=C(Nc1cccc(-c2nc3ncccc3o2)c1)c1sc2cc(Cl)ccc2c1Cl,0,-2,6,3,11,1.3,-4,2,-3
Cc1ccccc1OCc1nc2ccccc2c(=O)n1/N=C/c1cn[nH]c1-c1ccccc1,16,-35,4,1,-24,-1.3,22,18,-16
CC(C)C(=O)NNC(=O)C1CC1(c1ccccc1)c1ccccc1 (stereo unspecified),9,5,3,-2,-5,1.1,-10,1,0
O=C1CNC(=S)N1CCc1ccccc1Cl,-6,-3,9,1,2,-0.7,3,6,11
CNC(=S)NNC(=O)c1sccc1OCc1ccc(C)cc1,-4,8,0,2,12,-1.7,0,2,-1
CC1CC(C)(C)NC(=S)N1CC(=O)N1CCN(Cc2ccc3c(c2)OCO3)CC1 (stereo unspecified),5,-27,-2,0,7,37,-6,3,-2
COc1ccc(C2(c3ccc(OC)cc3)NC(=O)N(CC(=O)Nc3ccc(OC)c(OC)c3)C2=O)cc1,3,-18,4,1,11,0.4,-2,0,1
N#Cc1ccc(NC(=S)NCCN2CCOCC2)cc1,9,-3,2,1,0,-2.1,3,1,0

# Brought forward from above: four entries, then new ones.
SMILES,CHRM5 antagonist,CRFBP-R2 block,IDE cell inh,M5 ag,M4 PAM,CRFBP-R2 agonist,CHRM4 antagonist,CHRM4 agonist,M5 PAM
CNC(=S)NNC(=O)c1sccc1OCc1ccc(C)cc1,-4,8,0,2,12,-1.7,0,2,-1
CC1CC(C)(C)NC(=S)N1CC(=O)N1CCN(Cc2ccc3c(c2)OCO3)CC1 (stereo unspecified),5,-27,-2,0,7,37,-6,3,-2
COc1ccc(C2(c3ccc(OC)cc3)NC(=O)N(CC(=O)Nc3ccc(OC)c(OC)c3)C2=O)cc1,3,-18,4,1,11,0.4,-2,0,1
N#Cc1ccc(NC(=S)NCCN2CCOCC2)cc1,9,-3,2,1,0,-2.1,3,1,0
C[C@@H]1CN([C@H](C)CO)S(=O)(=O)c2ccc(C#CCN(C)C)cc2O[C@@H]1CN(C)Cc1ccccc1F,-4,2,.,-1,7,-1.8,-14,4,3
Cn1nccc1C(=O)Nc1ccc2c(c1)OCCO2,-3,8,2,-4,10,-5.3,-8,1,-5
CC1=C(C(=O)O)CC(S(=O)(=O)O)C1(C)C (stereo unspecified),-3,14,.,-2,6,-3.4,-2,1,14
CCc1ccc(CNC(=O)C2CCN(S(=O)(=O)N3CC(C)CC(C)C3)CC2)cc1 (stereo unspecified),6,11,9,0,1,0.4,10,1,3
COC(=O)c1cn(NC(=O)C2CCC(C)CC2)c(=O)c2ccccc12 (stereo unspecified),-2,-10,-2,-3,2,-1.9,-4,0,-1
CCCCn1c(=O)[nH]c(=O)c2c1nc(-c1ccc(OCC)cc1)n2CC,-3,-1,5,-3,-3,-0.1,-8,1,7
COc1ccc(-n2c(SCC(=O)Nc3ccc(Br)cc3)nc(O)cc2=O)cc1,8,-6,1,3,-1,1.2,14,1,-3
CCOC(=O)C(C)Sc1nc2c(c(=O)[nH]c(=O)n2C)n1CCc1ccccc1 (stereo unspecified),-10,-2,3,-4,16,0.4,0,1,4
Cc1cccc(NC(=O)c2cc(N3CCOCC3)nc3ccccc23)c1,-7,-3,1,-2,14,-2.3,-14,7,-4
C/C(=N\N=C(/N)SC1CC(=O)N(c2ccc(Cl)c(Cl)c2)C1=O)c1cccs1 (stereo unspecified),-4,-62,-5,1,6,1.7,-1,1,3
Cc1[nH]nc(SCC(=O)NC2CCCCC2)c1[N+](=O)[O-],-3,-2,1,3,-3,-0.5,5,0,2
Cc1cccc(NC(=O)CN2C(=O)NC3(CCCC3)C2=O)n1,2,8,-5,1,4,-0.9,-5,0,1
N#CCSc1nc2sc3c(c2c(=O)n1C1CCCCC1)CCCC3,0,-18,-1,-5,0,0.7,1,0,-3
O=C(c1ccc([N+](=O)[O-])cc1)N1CCOCC1,1,-2,.,15,11,3.9,-11,1,2
O=C(Cc1ccccc1)N1CCN(c2ccc([N+](=O)[O-])cc2)CC1,6,1,4,3,2,-3.1,6,6,-7

# A stretch from further up, as a working copy:
SMILES,CHRM5 antagonist,CRFBP-R2 block,IDE cell inh,M5 ag,M4 PAM,CRFBP-R2 agonist,CHRM4 antagonist,CHRM4 agonist,M5 PAM
Cc1[nH]nc(SCC(=O)NC2CCCCC2)c1[N+](=O)[O-],-3,-2,1,3,-3,-0.5,5,0,2
Cc1cccc(NC(=O)CN2C(=O)NC3(CCCC3)C2=O)n1,2,8,-5,1,4,-0.9,-5,0,1

# (listing goes on)
SMILES,CHRM5 antagonist,CRFBP-R2 block,IDE cell inh,M5 ag,M4 PAM,CRFBP-R2 agonist,CHRM4 antagonist,CHRM4 agonist,M5 PAM
Cc1cccc(NC(=S)NCCN2CCOCC2)c1C,7,11,5,-3,-2,-3.6,-1,0,-8
Cc1cccc(OCc2nc(-c3ccccn3)n[nH]2)c1,-5,11,3,-5,6,-2.8,1,1,-3
CCOC(=O)c1cnc(-n2nc(C)cc2C)nc1Nc1ccc(N(C)C)cc1,1,-9,-2,-7,0,0.3,-3,1,-9
CCCCOC(=O)Nc1nnc(CCc2ccccc2)s1,6,-44,2,0,6,-0.1,-4,-1,-7
O=[N+]([O-])c1ccc(C(S(=O)(=O)Cc2ccccc2)S(=O)(=O)Cc2ccccc2)cc1,-2,6,.,1,8,1.5,-15,0,-2
CCN1CCc2nc(NC(=O)Cc3ccc4c(c3)OCCO4)sc2C1,-7,10,2,2,0,0.7,16,1,4
COc1ccc(OCC(=O)NCCc2ccc(S(N)(=O)=O)cc2)cc1,-4,4,6,1,6,0.5,-3,0,1
CN(c1ccccc1)S(=O)(=O)c1cccc(NC(=O)COC(=O)C2CCCCC2)c1,14,15,-7,-3,7,0.5,2,3,-6
Cc1cc(C)cc(N(C(=O)c2csnn2)C(C(=O)NC2CCCCC2)c2ccncc2)c1 (stereo unspecified),-6,-1,5,-3,7,0.7,-4,0,6
CCCC(c1nnnn1C(C)(C)C)N1CCN(C(=O)c2ccco2)CC1 (stereo unspecified),-7,25,0,-4,1,-1.1,-6,0,-9

# Bioassay records (PubChem)
